# PPC-1+TRAIL kill: kills PPC-1 cancer cells in the presence of TRAIL | PPC-1 cells + TRAIL, ATPLite viability luminescence | cell killing (% activity), % at 4 µM | actives 0.41% (n = 220,000) | AID 1443;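 active = cell killing above 50% in the first pass at 4 µM, then a duplicate retest at 5 µM averaging 50% or more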;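 also: plate controls were cells with TRAIL plus DMSO for no effect and medium-only wells lacking cells for full effect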
# BaF3 tox: reduces parental Ba/F3 cell viability, JAK2V617F counter-screen; CellTiter-Glo ATP luminescence; inhibition, % at 5.6 µM; actives 1.1% (n = 220,000);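 active = inhibition above a per-campaign cutoff, the mean inhibition of all tested compounds plus 3 SD, cut at about 27% in these data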;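 also: 0% = DMSO wells and 100% = JAK Inhibitor I control wells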
# CHOP inh: CHOP inhibition in unfolded protein response; CHO-K1 CHOP-promoter luciferase, tunicamycin-induced, 15-18 h; inhibition, % at 10 µM; actives 3.8% (n = 220,000);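 active = compounds that reduced the stress-induced luciferase reporter signal by more than about 70% of percent inhibition, limit read from the data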;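 also: 0% = tunicamycin plus vehicle and 100% = wells without tunicamycin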
# RBBP9 inhibitor: inhibitors of human serine hydrolase RBBP9; AID 1515; recombinant RBBP9, FP-Rh probe fluorescence polarization; inhibition, % at 7.94 µM; actives 0.2% (n = 220,000);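 active = inhibition above the campaign mean of all tested compounds plus 3 SD, cut at about 14% in these data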;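 also: plate controls were DMSO wells with RBBP9 for no effect and wells lacking RBBP9 protein for full effect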
# Target sequence (O75884 whole entry, looked up): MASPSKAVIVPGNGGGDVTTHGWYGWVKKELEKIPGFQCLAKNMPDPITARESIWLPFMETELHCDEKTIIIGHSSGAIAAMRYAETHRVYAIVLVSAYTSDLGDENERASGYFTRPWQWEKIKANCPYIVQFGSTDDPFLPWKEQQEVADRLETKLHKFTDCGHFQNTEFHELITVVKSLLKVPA
#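 System: RBBP9 protein / Buffer or medium: Tris/NaCl buffer pH 8.0 with 0.1% Pluronic / Probe or stimulus: Serine-hydrolase probe FP-Rh, 375 nM pre-mixing / Dosing: 7.94 µM single dose, 0.794% DMSO / Times: enzyme-compound preincubation 30 min, then probe labeling 45 min, 25 °C / Technique: fluorescence polarization (mP), excitation 525 nm, emission 598 nm / Replication: singlicate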
# TNF necrop inh: blocks TNF-alpha induced death of Jurkat FADD-/- cells. AID 463075. activation (protection from cell death), % at 10 µM. actives 0.068% (n = 220,000). Jurkat FADD-/- TNF necroptosis rescue, ATP luminescence, 24 h; 0 = TNF only, 100 = no-TNF cells;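 active = activation, meaning protection from cell death, of at least 50% relative to plate controls; inactive = activation below 50%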;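 also: necroptosis triggered by 40 ng/mL TNF-alpha added together with compound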
# TRPML3 agonist: activates the human TRPML3 channel. Q8TDD5. HEK293 TRPML3-YFP, Fluo-8 calcium fluorescence; 100% = the carbachol control signal. activation, % at 3 µM. actives 0.29% (n = 220,000). AID 1448;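 active = activation above its plate's cutoff, the mean activation of the plate's test wells plus 3 SD, cut at about 12% in these data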;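 also: 0% = DMSO only wells and 100% = carbachol wells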
#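 system = HEK293 cells stably carrying human TRPML3-YFP | doses = one concentration, 3 µM nominal, 0.3% DMSO | timing = dye loading 1 h 37 °C then 30 min ambient, 125 s read | detection = Fluo-8 calcium dye fluorescence, ex 470-495, em 515-575 nm | benchmarks = high control carbachol 87 µM, low control DMSO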
# Wee1 degr inh: blocks degradation of human Wee1 kinase. HeLa Luc-Wee1K328M stability, luciferase luminescence; 100% = proteasome inhibitor MG132 effect. actives 1.2% (n = 220,000). reporter increase, % at 5 µM. P30291;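 active = activation above the mean of all tested compounds plus 3 SD, set per screening run, cut at about 8.8% in these data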;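 also: cells exposed to compound for 20 h before luminescence read; 0% = DMSO alone and 100% = MG132 at 30 µM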
# Target sequence (P30291 whole entry K328M): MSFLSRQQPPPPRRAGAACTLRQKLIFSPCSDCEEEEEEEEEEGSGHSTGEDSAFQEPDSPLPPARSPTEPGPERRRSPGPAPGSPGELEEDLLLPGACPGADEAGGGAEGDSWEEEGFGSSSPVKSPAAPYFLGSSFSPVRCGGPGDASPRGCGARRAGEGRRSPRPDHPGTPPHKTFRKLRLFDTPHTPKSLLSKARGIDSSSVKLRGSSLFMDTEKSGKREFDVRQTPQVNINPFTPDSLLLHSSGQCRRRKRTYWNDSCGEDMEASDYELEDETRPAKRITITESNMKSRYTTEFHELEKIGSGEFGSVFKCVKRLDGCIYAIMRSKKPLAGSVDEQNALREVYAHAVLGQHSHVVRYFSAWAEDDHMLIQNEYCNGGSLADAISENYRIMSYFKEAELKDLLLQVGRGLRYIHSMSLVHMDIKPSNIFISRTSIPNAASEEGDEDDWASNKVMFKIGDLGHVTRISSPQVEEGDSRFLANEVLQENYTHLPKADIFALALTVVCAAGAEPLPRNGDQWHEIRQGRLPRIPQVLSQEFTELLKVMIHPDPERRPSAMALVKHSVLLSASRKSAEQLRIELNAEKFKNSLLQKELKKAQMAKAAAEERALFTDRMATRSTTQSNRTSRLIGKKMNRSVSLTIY
# Ba/F3 V617F tox: loss of viability in JAK2V617F-driven Ba/F3 cells; Ba/F3 EpoR-JAK2V617F viability, ATP luminescence; inhibition, % at 5.6 µM; actives 1.1% (n = 220,000);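 active = inhibition above the campaign mean plus 3 SD over all tested compounds, cut at about 24% in these data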;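 also: cytokine-independent growth of Ba/F3 cells driven by EpoR plus mutant JAK2; 0% = DMSO-treated cells and 100% = JAK inhibitor I control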
# TRPN1 ag: agonists of zebrafish TRPN1 channel. activation, % at 3 µM. actives 0.18% (n = 220,000). AID 1424. HEK293 zebrafish TRPN1-YFP, Fluo-8 calcium fluorescence; 100% = response to 87 µM carbachol;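 active = activation above its plate's cutoff, the mean activation of test wells on that plate plus 3 SD, cut at about 19% in these data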;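 also: 0% = DMSO alone and 100% = 87 µM carbachol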
#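 Assay system: Zebrafish TRPN1-YFP in HEK293 cells | Incubation: Dye loading 1 h at 37 °C, then 30 min room temperature | Measured by: Kinetic Fluo-8 fluorescence, ex 470-495, em 515-575 nm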
# Active calls of the source: *; · = no result given; [ ] = remark or other dose.
SMILES,PPC-1+TRAIL kill,BaF3 tox,CHOP inh,RBBP9 inhibitor,TNF necrop inh,TRPML3 agonist,Wee1 degr inh,Ba/F3 V617F tox,TRPN1 ag
O=C(CCN1CCN(CC(=O)Nc2ccccc2Cl)CC1)Nc1ccccc1F,6,4,-4,-3,1.4,0.1,2,2,-0.8
COc1ccc(N2CCSC2C(=O)NN)cc1 (configuration not stated),-3,0,10,10,0.8,0.5,5,-4,-1.2
CC(C)(C)c1ccc(C(=O)NC(=S)NCC2CCCO2)cc1 (configuration not stated),28,8,-13,-2,5.2,0.2,1,-2,-2.0
O=C(COC(=O)c1cccs1)Nc1nc(-c2ccccc2)cs1,16,2,41,-3,2.8,0.4,-4,-2,-0.1
Cc1ccc(SCC(=O)Nc2ccc(N3CCN(C)CC3)c(F)c2)cc1,22,-2,-8,-8,10,-0.3,5,-3,-0.2
COc1ccccc1CN1CCN(Cc2nc(-c3ccccc3)no2)CC1,4,7,-7,-8,1.0,-0.2,-2,4,-0.9
CN(C)CCNC(=O)COc1cccc(Cl)c1,-16,6,14,-3,2.5,1.1,0,0,1.5
C(=N\Nc1ncnc2ccccc12)/c1ccccc1,33,5,-10,-3,-1.0,1.0,7,3,1.3
Cc1ccccc1Cn1cnc2c(cnn2C(C)(C)C)c1=O,-5,2,-20,-2,-0.9,-0.3,0,0,0.4
Cc1ccc2nc(C)cc(C(=O)OCC(=O)Nc3cccnc3Cl)c2c1,-5,3,6,-7,-0.3,-0.2,0,-1,-1.3
O=C(c1cc2sccc2n1Cc1ccc(F)cc1)N1CCCc2ccccc21,15,-3,27,-1,1.1,0.5,3,-3,-0.1
CCOC(=O)c1c(-c2ccc(C)cc2)csc1/N=C(\C)C1=C(O)c2ccccc2C1=O,12,0,3,-4,-9.9,0.3,0,-3,0.0
CCn1c(SCC(=O)N2c3ccccc3Sc3ccc(Cl)cc32)nc2c1c(=O)n(C)c(=O)n2C,·,2,·,1,-5.0,1.0,-1,-3,2.0
CN(C)c1ccc(/C=C2\N=C(c3ccc(Cl)c([N+](=O)[O-])c3)NC2=O)cc1,14,1,6,-3,-5.8,1.4,4,-1,2.4
COc1ccc(Cl)cc1-c1n[nH]c(=S)o1,-3,9,6,-2,-1.1,-0.2,1,0,0.5
Cc1ccc(C(=O)C[n+]2ccc(-c3nnc4n3CCC4)cc2)cc1,9,0,5,-6,1.2,-0.3,0,1,-0.5
COc1cc(NC(=O)c2nccnc2C(=O)O)cc(OC)c1,3,1,-30,1,0.3,0.6,-3,-2,-0.5
O=C(CSc1ccc(-c2ccco2)nn1)NCc1ccc2c(c1)OCO2,40,8,2,-5,0.6,0.0,1,-1,-0.7
O=C(N/N=C/c1nn(-c2ccccc2)cc1-c1ccc(Cl)cc1)c1ccncc1,-9,3,17,-3,2.5,0.8,0,-5,0.1
CC(C)C1Oc2ccccc2N(CC(=O)N(Cc2ccncc2)Cc2ccco2)C1=O (configuration not stated),-24,4,1,-2,-2.5,-0.7,-2,0,1.2
COc1ccc(OC)c(-n2cc3c(=O)n(C)c(=O)n(C)c3c2)c1,14,6,5,3,-5.5,-0.2,-3,0,1.3
Cc1n[nH]c(=S)n1/N=C/c1ccccc1OCc1ccc(Cl)cc1,15,3,67,-9,-5.4,-1.2,-1,-3,-1.2
O=C(NNc1nc2ccccc2o1)c1ccccc1,22,3,10,-7,-8.2,-0.6,5,-1,0.8
O=C(COC(=O)c1ccc(Br)o1)Nc1cccc(S(=O)(=O)N2CCCCCC2)c1,11,8,-3,-7,-1.4,1.0,2,1,3.4
CC(=O)C1=C(O)C(=O)N(c2ccc(Br)cn2)C1c1ccc(Br)cc1 (configuration not stated),8,0,-24,-1,0.9,0.3,10*,-1,1.9
COc1ccc(C(=O)N2CCN(S(=O)(=O)c3ccc(Cl)cc3)CC2)cc1OC,6,2,-12,-13,5.8,0.2,-2,2,0.1
O=C(COc1ccc2ccccc2c1)N1CCN(C(=O)c2cccnc2)CC1,10,-1,11,-10,-1.0,0.5,2,-4,1.1
COc1cc(CN2CCN(c3ccccc3C)CC2)cc([N+](=O)[O-])c1O,-17,9,30,0,-0.3,-0.2,1,0,-1.7
COc1ccc(NC(=O)c2ccc(C(=O)c3cc(OC)ccc3OC)cc2)cc1,-8,4,-28,-10,-2.0,0.0,0,-3,1.1
OC(CN1CCCCC1)CN(c1ccccc1)c1ccccc1 (configuration not stated),16,4,18,-2,-1.4,0.1,0,-3,-0.3
Cc1ccc(N(NC(=O)C(C)(C)O)C(=O)c2ccccc2)cc1C,-2,2,9,-7,-2.7,-0.7,-1,0,-0.9
Cc1ccc(SCC(=O)N2CCCC2)cc1,3,2,28,-12,10,0.6,4,0,-0.3
COc1ccc(NC(=O)C2CCCN2C(=O)NCc2ccccc2)cc1 (configuration not stated),13,2,-17,11,-0.3,-0.5,-2,-2,-1.7
COC(=O)c1ccc(CSc2nc3c(cnn3-c3ccccc3)c(=O)[nH]2)o1,34,-4,-6,-5,-0.2,0.3,-2,-3,0.4
COc1ccc(C(C(=O)NC2CCCCC2)N(C(=O)CCl)c2ccc(Cl)cc2)cc1 (configuration not stated),62*,6,107*,-9,-14,0.8,0,-3,0.7
COc1cccc(NC(=O)Cc2cn(C)c3ccccc23)c1,18,2,-13,9,1.7,0.6,3,0,0.6
S=C1NC(C23CC4CC(CC(C4)C2)C3)=CC(c2ccc3c(c2)OCO3)N1 (configuration not stated),20,7,25,-10,-3.9,0.9,-3,4,1.4
Cc1ccc(-c2ccc(CCC(=O)O)n2-c2cccc(O)c2)cc1,10,5,32,-9,-0.4,0.8,0,-1,0.3
O=C(CN1CCN(Cc2ccccc2)CC1)N/N=C/c1cccnc1,6,-1,10,0,0.5,1.3,-1,-1,0.1
Fc1ccccc1NC(=S)Nc1cccnc1,11,4,4,0,-0.7,1.1,5,1,0.2

# Entries of single compounds as entered above. Order of screens: PPC-1+TRAIL kill, BaF3 tox, CHOP inh, RBBP9 inhibitor, TNF necrop inh, TRPML3 agonist, Wee1 degr inh, Ba/F3 V617F tox, TRPN1 ag
# `CC(C)C1Oc2ccccc2N(CC(=O)N(Cc2ccncc2)Cc2ccco2)C1=O` (configuration not stated) is entered as -24, 4, 1, -2, -2.5, -0.7, -2, 0, 1.2
# `COC(=O)c1ccc(CSc2nc3c(cnn3-c3ccccc3)c(=O)[nH]2)o1` is entered as 34, -4, -6, -5, -0.2, 0.3, -2, -3, 0.4
# `Cc1ccc(-c2ccc(CCC(=O)O)n2-c2cccc(O)c2)cc1` is entered as 10, 5, 32, -9, -0.4, 0.8, 0, -1, 0.3

# Remaining list, next part
SMILES,PPC-1+TRAIL kill,BaF3 tox,CHOP inh,RBBP9 inhibitor,TNF necrop inh,TRPML3 agonist,Wee1 degr inh,Ba/F3 V617F tox,TRPN1 ag
O=C(NCCN1C(=O)S/C(=C\c2ccc(OC(F)F)cc2)C1=O)[C@@H]1CCCN1C(=O)c1cccs1,9,4,30,4,8.3,-0.6,5,-2,-2.2
COc1cc(OC)cc(C(=O)OCC(=O)NCc2ccc3c(c2)OCO3)c1,23,-1,5,-7,0.6,0.8,8,5,-0.2
CCOC(=O)C1(CC2CC2)CCN(Cc2cc(Cl)c(O)c(OC)c2)CC1,4,3,27,-7,2.3,0.1,-1,1,0.0
O=C(O)C1Cc2ccccc2CN1C(=O)COc1ccc(Br)cc1 (configuration not stated),4,5,-1,0,0.0,0.8,3,0,0.9
CCCCC(=O)Nc1ccc(N2CCN(S(C)(=O)=O)CC2)cc1,23,-2,3,3,0.4,0.1,0,-6,-0.5
O=C(CSc1nc(-c2ccccc2)cs1)N1CCN(C(=O)c2ccco2)CC1,-10,8,-5,-7,-0.9,-0.2,0,1,1.1
Cc1ccc(C(=O)Nc2ccc3nccnc3c2)cc1,74*[5 µM],7,42,-1,-6.4,0.2,3,-2,0.9
COc1ccccc1N1CCN(C2CCN(C(=O)c3cc(OC)c(OC)c(OC)c3)CC2)CC1,25,2,-6,-13,0.1,1.1,-1,-1,-0.4
COc1ccc(C(=O)/C=C/c2cn(CC(O)CN3CCN(C)CC3)c3ccccc23)cc1OC (configuration not stated),-11,-1,0,-10,2.0,1.5,3,2,2.2
O=C(O)COc1ccccc1/C=N/NC(=O)CSc1nnc(-c2ccc(Cl)cc2)n1C1CCCCC1,-4,0,-11,-10,2.1,0.3,-1,-1,-0.1
COc1cc(CNCCO)cc(Br)c1OCc1ccccc1,19,13,10,-2,-0.6,0.4,1,4,0.7
O=C(CSCc1cnn(-c2ccccc2)c1-n1cccc1)NCC1CCCO1 (configuration not stated),1,4,6,5,0.4,-0.2,-3,-1,0.1
Cc1ccc(S(=O)(=O)/C(C#N)=C/c2c(N3CC(C)OC(C)C3)nc3ccccn3c2=O)cc1 (configuration not stated),10,1,2,4,-0.4,-0.2,-3,3,-0.4
CS(=O)(=O)Nc1nc2n(n1)C(c1ccc(F)cc1)CC(c1ccccc1)N2 (configuration not stated),14,-1,-10,-4,2.1,0.5,-2,-1,-0.3
O/N=C/c1ccc(OCC(O)COc2ccc(/C=N/O)cc2)cc1,9,5,14,3,-8.2,0.5,2,0,0.7
C=CCOc1c(Br)cc(/C=N\n2nnnc2N)cc1OC,17,10,24,7,-0.4,-1.0,0,4,-2.7
COC(=O)c1nc(-c2ccccc2)oc1N1CCOCC1,10,1,6,-12,-0.4,-0.2,-5,5,-0.8
O=C(c1ccccc1)C1CN(c2ccccc2)CC1c1ccc(Cl)cc1 (configuration not stated),2,8,8,-6,0.2,-0.5,4,2,0.1
CCCNC(=O)COc1ncnc2sc(C)c(C)c12,2,2,15,1,0.8,0.1,3,-2,0.9
COc1cccc(-c2ccc(C#N)c(SCC(=O)NCCc3ccccc3)n2)c1,-11,7,-3,-6,2.0,-0.1,1,-1,-0.4
CCOC(=O)C1=NN(C(=O)Cc2ccccc2)C(O)(c2ccc(Cl)cc2)C1 (configuration not stated),39,3,2,-6,-0.4,-0.2,0,-4,-0.2
O=C(Nc1nncs1)C1COc2ccccc2O1 (configuration not stated),12,3,19,-1,3.3,0.4,-1,-4,-0.3
Cc1nnc(N(CCC#N)CCC#N)s1,16,5,-18,1,-2.2,0.1,1,-2,0.9
COC(=O)CN=Cc1c(O)n(-c2ccc(Cl)cn2)c(=O)c2ccccc12,13,1,10,-6,1.5,0.2,3,0,0.8
CC(C)NCc1cc(Br)ccc1OCc1ccccc1,12,5,23,5,0.4,1.5,-3,0,2.0
CCOc1cc(S(=O)(=O)N(CC)CC)ccc1F,11,1,-4,-1,-0.7,4.7,1,1,0.7
CCc1ccc(NC(=O)Cc2c(C(=O)O)n(C)c3ccccc23)cc1,-2,1,25,-10,0.5,-0.1,2,3,-0.5
CCOc1nc(NC(=O)NC(=O)c2ccccc2)nc(-c2ccccc2)n1,14,4,69,4,0.9,0.8,0,2,0.7

# Bioassay records from PubChem BioAssay.
